Bioassay records: PubChem BioAssay, several laboratories
TRPML3 agonist: agonists of human TRPML3 channel. activation, % at 3 µM. HEK293 TRPML3-YFP, Fluo-8 calcium fluorescence; 100% = the carbachol control signal. AID 1448. 220,000 tested, 0.29% active;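 active means activation above its plate's cutoff, the mean activation of the plate's test wells plus 3 SD, cut at about 12% in these data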;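 further: 0% = DMSO only wells and 100% = carbachol wells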
Target sequence (Q8TDD5 whole entry, looked up): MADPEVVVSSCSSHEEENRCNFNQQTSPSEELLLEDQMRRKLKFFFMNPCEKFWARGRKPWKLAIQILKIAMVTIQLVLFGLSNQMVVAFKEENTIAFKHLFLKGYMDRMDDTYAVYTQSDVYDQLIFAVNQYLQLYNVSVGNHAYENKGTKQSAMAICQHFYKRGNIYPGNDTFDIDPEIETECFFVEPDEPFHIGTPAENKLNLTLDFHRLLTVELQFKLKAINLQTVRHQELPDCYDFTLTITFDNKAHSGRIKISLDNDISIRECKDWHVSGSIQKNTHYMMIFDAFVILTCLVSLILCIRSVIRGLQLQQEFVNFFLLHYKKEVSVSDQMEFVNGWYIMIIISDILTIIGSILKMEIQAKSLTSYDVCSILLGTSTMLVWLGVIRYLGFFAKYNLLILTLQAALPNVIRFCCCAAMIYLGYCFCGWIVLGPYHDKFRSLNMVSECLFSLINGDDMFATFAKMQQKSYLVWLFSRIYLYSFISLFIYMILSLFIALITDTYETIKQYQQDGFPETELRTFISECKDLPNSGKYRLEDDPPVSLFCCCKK
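system = HEK293 cells stably carrying human TRPML3-YFP | doses = one concentration, 3 µM nominal, 0.3% DMSO | timing = dye loading 1 h 37 °C then 30 min ambient, 125 s read | detection = Fluo-8 calcium dye fluorescence, ex 470-495, em 515-575 nm | benchmarks = high control carbachol 87 µM, low control DMSO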
NPY-Y1 PAM-ag: potentiators or agonists of human neuropeptide Y receptor Y1; P25929; NPY-Y1 expressing cells, potentiator/agonist activation; activation, % at 3.6 µM; 220,000 tested, 0.37% active; AID 1304; in the data active means activation above about 33%, passing the limit was not always enough;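 further: cells stimulated with NPY at EC10 then isoproterenol at EC100; 0% = low agonist plus stimulus and 100% = saturating agonist plus stimulus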
Target sequence (P25929 whole entry, looked up): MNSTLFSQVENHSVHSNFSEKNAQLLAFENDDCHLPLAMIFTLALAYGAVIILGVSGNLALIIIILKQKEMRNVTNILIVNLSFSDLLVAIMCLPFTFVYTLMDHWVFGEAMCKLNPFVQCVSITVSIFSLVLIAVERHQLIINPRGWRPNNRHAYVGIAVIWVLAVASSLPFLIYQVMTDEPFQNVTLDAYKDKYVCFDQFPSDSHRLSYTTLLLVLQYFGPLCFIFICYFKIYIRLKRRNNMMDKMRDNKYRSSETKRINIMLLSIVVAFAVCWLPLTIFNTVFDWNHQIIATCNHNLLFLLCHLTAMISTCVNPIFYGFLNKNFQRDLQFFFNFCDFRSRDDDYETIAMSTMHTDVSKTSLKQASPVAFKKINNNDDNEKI
CHOP inh: CHOP inhibition in unfolded protein response | CHO-K1 CHOP-promoter luciferase, tunicamycin-induced, 15-18 h | inhibition, % at 10 µM | 220,000 tested, 3.8% active | AID 2732;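 active means compounds that reduced the stress-induced luciferase reporter signal by more than about 70% of percent inhibition, limit read from the data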;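 further: 0% = tunicamycin plus vehicle and 100% = wells without tunicamycin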
NPY-Y2 PAM-ag: potentiators or agonists of human neuropeptide Y receptor Y2 | P49146 | cells expressing NPY-Y2, potentiator/agonist read-out | activation, % at 3.6 µM | 220,000 tested, 0.45% active; in the data active means activation above about 27%;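 further: cells stimulated with NPY near EC25 plus isoproterenol at EC100; 0% = vehicle plus submaximal agonist and 100% = vehicle plus saturating agonist; some results beyond the cut were filed as inactive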
NPY-Y1 antag: blocks the human neuropeptide Y Y1 receptor; inhibition, % at 3.6 µM; AID 1040; HEK293-CNG Y1 cells, membrane potential fluorescence; NPY at EC95, then isoproterenol; 200,000 tested, 1% active; P25929;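 active means inhibition above the campaign mean inhibition of all tested compounds plus 3 SD, cut at about 20% in these data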;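 further: 0% = DMSO wells given NPY plus isoproterenol and 100% = isoproterenol alone without NPY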
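Material: HEK293 Y1/CNG channel cell line; also added: NPY (25 nM), isoproterenol (1 µM), Ro 20-1724 (25 µM); doses: one concentration, 3.6 µM, in 0.4% DMSO; schedule: compound incubation 1 h at room temperature, readout 45 min post-stimulation; technique: membrane potential fluorescence; measure: fluorescence ratio normalized to % inhibition between controls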
S1P4 ag: activates the human S1P4 receptor; O95977; S1P4-expressing cell line, agonist reporter assay; activation, % at 4.98 µM; 220,000 tested, 0.35% active; in the data active means activation above about 11%;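 further: 0% = DMSO vehicle and 100% = reference agonist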
zfTRPN1 agonist: activates the zebrafish TRPN1 channel; 220,000 tested, 0.18% active; activation, % at 3 µM; AID 1424; HEK293 zebrafish TRPN1-YFP, Fluo-8 calcium fluorescence; 100% = response to 87 µM carbachol;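 active means activation above its plate's cutoff, the mean activation of test wells on that plate plus 3 SD, cut at about 19% in these data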;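 further: 0% = DMSO alone and 100% = 87 µM carbachol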
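Material: zebrafish TRPN1-YFP in HEK293 cells. Doses: one dose of 3 µM, 0.3% DMSO. Incubation: dye 1 h 37 °C plus 30 min RT. Measured by: intracellular calcium fluorescence with Fluo-8.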
EP2 mod: modulators of human EP2 prostaglandin E2 receptor; induction, % at 25 µM; P43116; AID 940; EP2-expressing cells, cAMP HTRF FRET, PGE2 co-stimulation; 260,000 tested, 0.83% active;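 active means compounds whose cAMP rise, as percent of the full-agonist control response, exceeds 60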;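 further: rat C6 glioma line stably carrying human EP2 under a CMV promoter; the protocol text gives 20 µM as final concentration; 100% = response of wells given 1 µM PGE2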
S1P4 antagonist: antagonists of human S1P4 receptor; O95977; S1P4-expressing cells, antagonist mode, reporter read-out; inhibition, % at 4.98 µM; 220,000 tested, 0.26% active; AID 1510; in the data active means inhibition above about 29%;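 further: 0% = wells stimulated with agonist and 100% = vehicle wells without agonist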
Active calls of the source: *; . = not tested or not shown; & = joins results of further samples.

SMILES | TRPML3 agonist | NPY-Y1 PAM-ag | CHOP inh | NPY-Y2 PAM-ag | NPY-Y1 antag | S1P4 ag | zfTRPN1 agonist | EP2 mod | S1P4 antagonist
CCOc1cccc(SCc2noc(C(=O)NC(C)C)c2C(=O)O)c1 | 0.3 | 11 | 41 | -14 | 11 | -3.1 | -1.1 | 21 | 5
CC(C)OC(=O)CN1C(=O)C(C)(C)Oc2ccc(C(=O)NC3CC3)cc21 | 0.0 | -6 | 1 | 3 | 9 | -0.4 | 0.3 | 11 | -14
O=C1NC2C(NC(=O)N2C2CCCCC2)N1C1CCCCC1 (stereo not drawn) | 0.9 | -9 | -15 | -7 | 8 | -2.4 | 1.0 | -9&-19 | 10
CCC(CC)c1nnc(NC(=O)c2cccc(S(=O)(=O)N3CCc4ccccc43)c2)s1 | 0.1 | 23 | 62 | 9 | 0 | -0.7 | 0.3 | -29 | 5
Cc1ccc(NC(=O)c2sccc2C)cc1S(=O)(=O)N(C)C | 0.1 | 37 | 27 | 4 | -4 | 1.4 | -0.5 | -46 | 4
Cc1ccsc1C=C1C(=O)c2ccccc2C1=O | -0.1 | -12 | -21 | -11 | -4 | -1.0 | 0.1 | -33 | 1
c1ccc(Cc2noc(CN3CCCC(CN4CCOCC4)C3)n2)cc1 (stereo not drawn) | 1.2 | 14 | 21 | 11 | 1 | -0.5 | -0.3 | 8 | -7
O=[N+]([O-])c1cc(C(F)(F)F)ccc1N1CCN(S(=O)(=O)c2ccc3c(c2)CCCC3)CC1 | 1.7 | 11 | 40 | 5 | -3 | 0.9 | 0.8 | -5 | -7
COc1c2occc2c(OC)c2c(=O)cc(C(F)(F)C(F)(F)F)oc12 | 0.4 | 10 | 83* | -6 | 4 | 0.6 | -0.3 | 12 | -20
O=C(NCN1C(=O)C2C3C=CC(C3)C2C1=O)Nc1cccnc1 (stereo not drawn) | 0.4 | -3 | 21 | 7 | -6 | 0.9 | 0.6 | 1 | 1
Nc1ncnc(N2CCc3ccccc32)c1[N+](=O)[O-] | 0.8 | 9 | 52 | -6 | -2 | 0.8 | -0.5 | -1 | -26
Cc1ccc(S(=O)(=O)Nn2cnnc2)cc1 | -0.7 | 10 | 15 | -42 | . | -0.4 | -0.8 | -3 | -2
CCOC(=O)N1CCN(C(=O)CSc2ccc3nnc(-c4ccccn4)n3n2)CC1 | 0.3 | -22 | 1 | 0 | 2 | 0.5 | 1.8 | 0 | -12
Nc1nc2n(n1)C(c1ccco1)CC(c1ccc(Cl)cc1)N2 (stereo not drawn) | 0.7 | 7 | 48 | -6 | 0 | 0.4 | 0.8 | 20 | -4
Cc1nn2c(C(F)(F)F)c3c(nc2c1-c1ccccc1)CCC3 | 0.7 | 7 | 60 | 2 | 3 | 0.7 | 0.4 | 62* | -19
COCCCn1c(SCC(=O)OC2CCCCC2)nnc1-c1cccs1 | 0.2 | -4 | 12 | -12 | 6 | 0.5 | 0.2 | -3 | 14
O=C(NC1CCCCC1)Oc1ccccc1 | -0.6 | 4 | -10 | -6 | . | -1.7 | -0.3 | -5 | 0
Cc1ccc(OCC(=O)Nc2ccc3c(c2)OCO3)c(C)c1 | -0.4 | -30 | -22 | -19 | 6 | -0.3 | 0.2 | -22 | -58
O=C(CCc1ccccc1)Nc1ccc(N2CCOCC2)c(Cl)c1 | 1.1 | 9 | -11 | 1 | 4 | -0.8 | 0.7 | -14 | 3
COc1ccccc1CNC(=O)c1ccc(NS(C)(=O)=O)cc1 | 0.7 | 12 | 36 | 12 | -4 | -0.4 | 0.8 | 12 | -36
CC(C)OC(=O)c1cccc(C(=O)Nc2cccc(NC(=O)c3cccc(C(=O)OC(C)C)n3)n2)n1 | 0.9 | 5 | 32 | 9 | -1 | 1.3 | 0.9 | 41 | -15
COc1ccc(N2CCN(c3ccc(Cl)nn3)CC2)cc1 | 0.3 | 9 | -13 | 12 | 0 | 0.8 | 0.5 | 10 | 14
COc1cccc(NC(=O)CCc2nc(-c3ccccc3F)no2)c1 | 0.3 | -25 | -11 | -24 | 5 | 1.8 | -1.4 | -51 | -12
CCNC(=O)CCSc1nc(C)cc(C)n1 | 0.6 | 14 | -7 | -8 | -3 | 2.4 | 1.2 | 3 | -5
O=S(=O)(NC1c2cccc3cccc(c23)C1N1CCN(CCO)CC1)c1ccccc1 (stereo not drawn) | 0.9 | -17 | 2 | 7 | 2 | 0.4 | 0.8 | -16 | -26
N/C(CCS(=O)(=O)c1ccc(Cl)cc1)=N\OC(=O)c1ccccc1C(F)(F)F | 0.4 | 15 | 25 | 4 | . | 0.4 | -0.4 | -33 | 7
Cc1nc(-c2ccc(S(=O)(=O)N3CCCN(CCc4ccccc4)CC3)s2)cs1 | 0.9 | 1 | 24 | -14 | . | 0.4 | 0.5 | -61 | 0
O=[N+]([O-])c1ccccc1NC1CCN(Cc2ccccc2)CC1 | -1.6 | 15 | -13 | -3 | . | 0.5 | -1.0 | 27 | 8
Cc1ccc(-n2c(=O)[nH]cc(C(=O)Nc3ccc4c(c3)OCCO4)c2=O)cc1C | 1.4 | -11 | 34 | -10 | 2 | 3.1 | 1.5 | -14 | 4
CCOc1cc(CNc2ccc(S(N)(=O)=O)cc2)ccc1OCC(=O)NC(C)(C)C | 1.6 | 11 | 13 | 3 | -2 | 3.8 | 3.9 | -8 | -17
Cn1c(C(=O)c2ccccc2[N+](=O)[O-])nc2ccccc21 | -0.6 | 26 | 5 | 10 | -2 | 2.9 | -2.7 | -8 | -7
CCN(CC)CCOC(=O)c1c(C)oc2ccc(O)cc12 | 1.1 | -4 | 3 | -24 | 4 | -1.6 | -1.1 | -2 | 3
COc1ccc2c(-c3ccccc3)cc(=O)[nH]c2c1 | -1.1 | 1 | 29 | 11 | 2 | 2.3 | -0.3 | 10 | -18
CN=c1scc(-c2cc(OC)ccc2OC)n1/N=C/c1c(C)[nH]c2ccccc12 | 0.8 | 26 | 28 | 17 | -9 | 0.8 | 1.1 | 1 | -10
CC(=O)c1cccc(CN2CCC(CO)(Cc3ccccc3)CC2)c1 | 1.2 | -7 | 20 | 14 | 2 | -1.9 | -0.6 | -36 | -14
Cn1c(SCc2c(F)cccc2Cl)nc2c(c1=O)SCC2 | 0.0 | -10 | 65 | 0 | 3 | -1.1 | -1.4 | 35 | -7
N#Cc1cc2sc3nnc(-c4ccncc4)n3c2cc1C#N | 0.9 | 5 | 33 | 5 | 0 | 0.2 | -0.2 | -9 | -17
CCC(CC)NC(=O)Cn1c(C(C)NC(C)=O)nc2ccccc21 (stereo not drawn) | -0.5 | 15 | 9 | -19 | . | 0.2 | 1.4 | 1 | 4
O=C(O)c1ccccc1Sc1ncnc2sc3c(c12)CCC3 | -0.1 | 4 | 4 | 2 | 6 | -0.6 | 0.1 | 53 | 3
O=C(N/N=C1\C/C(=N\NC(=O)c2ccncc2)c2ccccc21)c1ccncc1 | 1.2 | -1 | -6 | 11 | -5 | 1.0 | 2.3 | 11 | -8

A draw from above in order of count of non-hydrogen atoms, highest first.
SMILES | TRPML3 agonist | NPY-Y1 PAM-ag | CHOP inh | NPY-Y2 PAM-ag | NPY-Y1 antag | S1P4 ag | zfTRPN1 agonist | EP2 mod | S1P4 antagonist
CC(C)OC(=O)c1cccc(C(=O)Nc2cccc(NC(=O)c3cccc(C(=O)OC(C)C)n3)n2)n1 | 0.9 | 5 | 32 | 9 | -1 | 1.3 | 0.9 | 41 | -15
O=S(=O)(NC1c2cccc3cccc(c23)C1N1CCN(CCO)CC1)c1ccccc1 (stereo not drawn) | 0.9 | -17 | 2 | 7 | 2 | 0.4 | 0.8 | -16 | -26
O=C(N/N=C1\C/C(=N\NC(=O)c2ccncc2)c2ccccc21)c1ccncc1 | 1.2 | -1 | -6 | 11 | -5 | 1.0 | 2.3 | 11 | -8
CCC(CC)NC(=O)Cn1c(C(C)NC(C)=O)nc2ccccc21 (stereo not drawn) | -0.5 | 15 | 9 | -19 | . | 0.2 | 1.4 | 1 | 4
O=[N+]([O-])c1ccccc1NC1CCN(Cc2ccccc2)CC1 | -1.6 | 15 | -13 | -3 | . | 0.5 | -1.0 | 27 | 8
O=C(O)c1ccccc1Sc1ncnc2sc3c(c12)CCC3 | -0.1 | 4 | 4 | 2 | 6 | -0.6 | 0.1 | 53 | 3
COc1ccc(N2CCN(c3ccc(Cl)nn3)CC2)cc1 | 0.3 | 9 | -13 | 12 | 0 | 0.8 | 0.5 | 10 | 14

Following part:
SMILES | TRPML3 agonist | NPY-Y1 PAM-ag | CHOP inh | NPY-Y2 PAM-ag | NPY-Y1 antag | S1P4 ag | zfTRPN1 agonist | EP2 mod | S1P4 antagonist
C=C(C)c1cccc(C(C)(C)NC(=O)N2CCN(CC(N)=O)CC2)c1 | 0.2 | -14 | -3 | -1 | 1 | -1.1 | -0.4 | 5 | -5
O=C(O)C1=C[C@H](c2ccc(Br)cc2)C[C@H](OCCCCO)O1 | 0.9 | -8 | 6 | -29 | 8 | 0.4 | 0.7 | 11 | 6
Cc1ccc(CN2CC(C(=O)Nc3ccc(S(=O)(=O)Nc4cc(C)nc(C)n4)cc3)CC2=O)cc1 (stereo not drawn) | -0.1 | -13 | 24 | 2 | -4 | 0.3 | 2.9 | 1 | 4
CC(CS(=O)(=O)c1ccc2ccccc2c1)N1CCN(C2CCCCC2)CC1 (stereo not drawn) | 0.3 | -8 | . | -13 | 3 | 2.0 | 1.4 | . | -6
CC(=O)c1ccc(NC(=O)Nc2ccc3c(c2)N(C)C(=O)CS3)cc1 | 2.2 | 26 | 67 | 18 | -3 | -2.4 | 7.1 | -26 | -29
CCOC(=O)Cc1nnc(NC(=O)c2ccccc2OCC)s1 | -0.1 | 10 | 19 | 3 | 2 | 1.8 | 0.1 | -11 | -17
Cc1ccc(C)c(NC(=O)c2ccccc2C(=O)c2ccccc2)c1 | -0.7 | 4 | 23 | -7 | -2 | -0.8 | -1.6 | 41 | -8
COCC(=O)N1CCCC(C(=O)c2ccc(Oc3ccccc3)cc2)C1 (stereo not drawn) | 0.5 | -12 | 0 | -13 | 0 | 2.1 | 1.1 | 9 | -10
O=C(CC1NCCc2ccccc21)Nc1ccc(Oc2ccccc2)cc1 (stereo not drawn) | 0.9 | -7 | 50 | 0 | 12 | 1.2 | 3.7 | -46 | -41
CCOc1ccc2[nH]c(=O)c(CN(Cc3ccco3)C(=O)c3cccc(F)c3)cc2c1 | 0.8 | -1 | 20 | 9 | -3 | -1.8 | 0.9 | 22 | -18
O=C(N/N=C/c1ccc([N+](=O)[O-])o1)c1cc2ccccc2o1 | 1.8 | 10 | -30 | 0 | . | -3.3 | 1.6 | -40 | 10
Cc1ccc(N(C(C)C(=O)Nc2ccc(S(=O)(=O)N3CCOCC3)cc2)S(C)(=O)=O)cc1C (stereo not drawn) | -1.6 | 25 | 58 | 2 | -7 | 0.6 | -1.9 | 19 | -12

Compounds were not picked by outcome. Share with any hit: about 6.5%.
